Screening data from PubChem BioAssay.
HT1080NT lethal – kills 2HG-producing HT-1080-NT fibrosarcoma cells; HT-1080-NT fibrosarcoma viability, CellTiter-Glo ATP luminescence, 48 h; actives 1.6% (n = 360,000); Potency, µM (series often up to 46.1 µM), inactives show top-dose activity, negative = less viability, hits mostly cytotoxic; AID 686970;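 also: NT is the 2HG producing partner of a matched IDH1 knockdown line; potency is read from the fitted curve at half-maximal effect; 0% = DMSO-treated cells and -100% = media-only wells without cells; nearly all actives have a fitted effect of over 55% in size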
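Toxicity toward the 2HG-producing NT line was scored as %Activity, normalised to DMSO and no-cell wells, from CellTiter-Glo luminescence after 48 hours' treatment.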
SW480 rereplic – inducers of DNA re-replication in SW480 colon cancer cells; AID 624297; actives 1.8% (n = 340,000); SW480 DNA re-replication, Hoechst DNA content imaging, 48 h; Potency, µM (series often up to 46.1 µM), without a hit: at the highest dose re-replication activation, usual class: activators; also: potency is read from the fitted curve at half-maximal effect; % of control where 0% means no effect; nearly all actives have a fitted effect of over 55% in size
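Image-based read-out: total Hoechst fluorescence of nuclei (405 nm excitation, 500-530 nm emission), with hits raising the fraction of high-intensity nuclei. SW480 colon cells incubated 48 hr with compounds at 37 C.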
HepG2 tox – kills HepG2 cells in TGF-b inhibitor counter-screen. HepG2 CAGA-GFP viability, ATP luminescence, 18 h. Potency, µM (titrated, usually from 46.1 µM), inactives show at the top dose activity change, negative = cytotoxicity, usual class: cytotoxic. actives 0.76% (n = 410,000); also: potency is read from the fitted curve at half-maximal effect; some results filed as inactive show a strong effect at the top dose
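HepG2 CAGA-GFP cells (1000/well, DMEM with 1% FBS) received compound, then TGF-beta at 500 pg/mL final, and were incubated 18 hours at 37 degrees C. Viability was read by CellTiter-Glo luminescence. Media-only wells were set as complete cell-killing and DMSO as no toxicity.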
MCF10A rerep – induces DNA re-replication in MCF 10a normal breast cells; Potency, µM (titrated, usually from 46.1 µM), for inactives: at the highest dose activity, positive = re-replication, usual class: activators; MCF 10A DNA re-replication, Hoechst nuclear intensity, 48 h; actives 2.9% (n = 350,000); also: potency is read from the fitted curve at half-maximal effect; % of control where 0% means no effect; nearly all actives have a fitted effect of over 50% in size
KB-3-1 cytotox – KB-3-1 parental cell cytotoxicity | KB-3-1 viability, CellTiter-Glo ATP luminescence, 72 h | Potency, µM (highest dose often 46.1 µM), for inactives: at the highest dose activity change, negative = cytotoxic, most hits filed as cytotoxic | actives 1.4% (n = 400,000); also: potency is read from the fitted curve at half-maximal effect; % is scaled to controls: 0 for no effect and ±100 for the full control effect; nearly all actives have a fitted effect of over 60% in size
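Multi-concentration cytotoxicity screen in KB-3-1 cells grown in DMEM lacking phenol red with 10% FBS. After 72 h at 37 °C with compound, ATP-dependent luminescence was recorded.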
ATXN2 expr inh – ATXN2 expression inhibition; Potency, µM (doses to about 57 µM), for inactives: at the highest dose activity change, negative = inhibition, actives largely listed as inhibitors; actives 0.72% (n = 360,000); HEK-293 ATXN2-luciferase reporter, luminescence, 24 h; also: potency is read from the fitted curve at half-maximal effect; % is scaled to controls: 0 for no effect and ±100 for the full control effect; nearly all actives have a fitted effect of over 55% in size
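qHTS (up to 57 uM final) was run with 24 h compound exposure of reporter cells at 37 °C. Each well was multiplexed: SteadyGlo luminescence measured ATXN2-luciferase expression after a fluorogenic Gly-Phe-AFC viability readout (25 uM final).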
IL-1B inflam inh – inhibitors of inflammasome signaling (IL-1 beta secretion); THP-1 LPS/ATP IL-1B secretion, AlphaLISA, 16 h; hits give low values; actives 4.7% (n = 360,000); AID 743279; activity change, % at 57.5 µM; in the data active = activity change below about -50%; inconclusive = mostly about -30% to -49%; also: % is scaled to controls: 0 for no effect and ±100 for the full control effect
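Secreted IL-1B measured by AlphaLISA bead assay after 16 h compound exposure of THP-1 cells; compounds (final up to 57.5 uM) added 1 h before LPS (250 ng/mL) and ATP (1.25 mM) stimulation; lower signal means less secretion.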
HT1080 IDH1KD tx – kills HT-1080 cells with IDH1 knockdown; Potency, µM (series often up to 46.1 µM), inactives show at the top dose activity, negative = toxicity, actives largely listed as cytotoxic; AID 686971; actives 2% (n = 360,000); HT-1080 IDH1 knockdown viability, ATP luminescence, 48 h;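 also: potency is read from the fitted curve at half-maximal effect; 0% = DMSO wells and -100% = cell-free medium wells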
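IDH1KD HT-1080 cells, 750/well, RPMI + 5% FBS; compound pinned after 2 h settling; 48 h, 37 °C; CellTiter-Glo luminescence; % activity normalised to DMSO and no-cell wells; curves fitted, classed by r2 and efficacy.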
S2 tox – cell viability loss in ATXN counter-screen | S2 cells (HEK-293 line with an ATXN2-luciferase reporter) viability, CellTiter-Fluor protease fluorescence, 24 h | Potency, µM (highest dose often 56.7 µM), hits mostly cytotoxic | actives 0.49% (n = 400,000) | AID 651635; also: potency is read from the fitted curve at half-maximal effect; nearly all actives have a fitted effect of over 40% in size
Starred values were filed as active, the others as inactive; i = inactive; ? = inconclusive; · = not tested or not shown; & = joins results of further samples; [ ] = remark or other dose. Unless noted, calls follow the shape of the dose curve; as a rule, active = well fitted curve in the direction sought with a large enough effect; inconclusive = small, poorly fitted or top-dose-only effect, or another doubt; inactive = no such curve, though single readings can be large; an effect the other way counts as inactive or inconclusive.

SMILES	HT1080NT lethal	SW480 rereplic	HepG2 tox	MCF10A rerep	KB-3-1 cytotox	ATXN2 expr inh	IL-1B inflam inh	HT1080 IDH1KD tx	S2 tox
COc1cc(/C=N/N=C2/C(=O)Nc3ccccc32)cc(OC)c1O	-13.8%	-1.2%	-19.0%	17.9%	?	5.4%	?	?	i
O/N=C(/CCc1ccccc1)c1ccc2c(c1)OCCO2	-7.4%	-10.4%	-0.8%	-1.8%	0.0%	6.4%	?	-14.6%	i
CC(=O)Nc1ccc(C(=O)COC(=O)c2nc3nc(C)cc(C)n3n2)cc1	6.7%	-10.2%	10.5%	-8.1%	2.1%	5.4%	3.8	2.9%	i
N#Cc1c(N)nc2c(c1-c1ccncc1)CCCC2	1.1%	-20.6%	21.6%	24.2%	-0.9%	-1.0%	19.9	1.8%	i
CC(C)(Oc1ccc(CCNC(=O)c2ccc(-c3ccccc3)o2)cc1)C(=O)O	0.4%	-1.7%	5.7%	-3.0%	3.3%	1.9%	15.0	-1.4%	i
Cc1cccc(NS(=O)(=O)c2ccc(C)c(C(=O)OCC(=O)Nc3cc(C)on3)c2)c1	?	13.2%	3.3%	?	-14.4%	26.1%	12.8	?	i
Cc1cccc(C)c1NC(=O)CNC(=O)c1ccccc1OCc1ccccc1	2.0%	-4.3%	-35.4%	13.3%	16.7%	-0.5%	17.9	-11.8%	i
Cc1[nH]n(-c2ccccc2)c(=O)c1/C=N\NC(=O)C1COc2ccccc2O1 (stereo unspecified)	?	?	-24.9%	?	?	?	19.4	?	i
O=C(CS(=O)(=O)c1ccccc1)c1ccc2c(c1)OCCO2	0.5%	-1.0%	-11.2%	-3.1%	24.6%	25.7%	-3.6	3.3%	?
CC(=O)Nc1ccc(S(=O)(=O)Nc2nc3ccccc3nc2Nc2ccc3ccccc3c2)cc1	-8.1%	-9.7%	-24.8%	?	9.3%	33.7%[activator]	11.3	-4.6%	i
CN(C)S(=O)(=O)c1cccc(NC(=O)CNc2cccc(S(=O)(=O)N3CCCCC3)c2)c1	-10.9%	·	-27.3%	·	?	·	12.7	-16.3%	i
O=C1NC(Cc2ccc(O)cc2)c2nc3ccccc3c(=O)n2-c2ncccc21 (stereo unspecified)	-15.6%	·	-19.5%	·	5.6%	1.2%	22.4	-5.9%	?
O=C(Nc1nccs1)c1ccc([N+](=O)[O-])cc1Cl	3.5%	1.8%	3.1%	-2.8%	2.5%	·	20.0	2.0%	i
O=C(NC1CCCCC1)c1cc([N+](=O)[O-])[nH]n1	-12.2%	-4.5%	-10.3%	15.0%	-2.1%	3.1%	13.8	-3.8%	i
COc1ccc2nc(NC(=O)C3CCN(S(=O)(=O)c4cccc5nsnc45)CC3)sc2c1	-11.2%	-3.9%	-32.8%	?	?	?	-76.7*	?	i
O=C(COC(=O)c1cncc(Br)c1)NC1CCCC1	3.0%	-12.2%	5.4%	2.0%	6.6%	4.5%	40.6	1.2%	i
Cc1ccsc1C(=O)N1CCCC(CO)(Cc2ccccc2)C1 (stereo unspecified)	-2.5%	23.5%	-1.1%	-0.5%	?	15.1%	51.9	0.8%	i
NNC(=O)C1CC(O)CN1S(=O)(=O)c1ccc2ccccc2c1 (stereo unspecified)	7.3%	8.3%	-0.8%	1.8%	-5.2%	-2.8%	5.0	5.3%	i
CCn1cc(CCC(=O)NCc2ccccc2OC)c2ccccc21	1.5%	-3.9%	-2.0%&-8.2%	12.5%	6.2%	4.5%	-3.4	-1.6%	i
COc1ccccc1C(=O)COC(=O)COc1ccc(C#N)cc1	-0.8%	-5.4%	-1.9%	-0.4%	6.1%	-1.8%	12.0	14.8%	i
CCCNC(=O)Cc1ncn[nH]1	-1.6%	-5.6%	-14.8%	-0.1%	-2.3%	2.4%	16.7	5.0%	i
Cc1cc(C)c2c(=O)cc(C(=O)Nc3sc4c(c3C(=O)NCC3CCCO3)CCCC4)oc2c1 (stereo unspecified)	·	·	-27.5%	·	10.3%	-1.1%	·	·	i
Cc1ccc(-n2c(-c3ccco3)nc3nc4ccccc4nc32)cc1F	-6.0%	-1.9%	-29.1%	10.0%	4.0%	-12.3%	54.8	-3.4%	i
N#Cc1nc(-c2ccco2)oc1NCc1ccccc1Cl	-7.9%	5.7%	15.0%	1.5%	-0.6%	-2.2%	-4.7	-16.6%	i
Cc1cc(C(=O)COC(=O)c2ccccc2O)c(C)n1Cc1cccs1	-3.5%	12.6%	-2.9%	-0.6%	0.7%	0.708µM*	?	?	i
O=C(c1ccco1)N1CCN(CC(=O)N2c3ccccc3CCc3ccccc32)CC1	7.5%	-7.9%	10.1%	-0.1%	-0.6%	14.5%	-13.1	3.6%	i
CSc1ccc(Cl)c(C(=O)OCC(=O)Nc2ccccc2OC(F)F)c1	-3.1%	-5.9%	2.7%	0.4%	-1.9%	-11.3%	-2.3	-5.4%	i
COc1ccc(-c2nc(SCC(=O)Nc3ccc4c(c3)OCCO4)c(-c3ccc(C)cc3)[nH]2)cc1OC	·	·	-10.9%	·	-11.0%	-23.1%	·	·	?
CC(C)(C)OC(=O)CNC(=O)c1[nH]cnc1C(=O)N[C@@H](Cc1ccccc1)C(=O)OC(C)(C)C	-10.0%	3.0%	-34.4%	-10.5%	-6.4%	0.0%	0.0	-6.8%	?
N#Cc1c(N(CCO)CCO)nc(N)c2c(N)nc3c(c12)CC(=O)N3CC1CCCO1 (stereo unspecified)	-0.1%	-19.1%	0.7%	0.0%	5.6%	·	4.6	0.1%	i

Part of the list above in order of molecular weight, smallest number first.
SMILES	HT1080NT lethal	SW480 rereplic	HepG2 tox	MCF10A rerep	KB-3-1 cytotox	ATXN2 expr inh	IL-1B inflam inh	HT1080 IDH1KD tx	S2 tox
N#Cc1nc(-c2ccco2)oc1NCc1ccccc1Cl	-7.9%	5.7%	15.0%	1.5%	-0.6%	-2.2%	-4.7	-16.6%	i
Cc1cc(C(=O)COC(=O)c2ccccc2O)c(C)n1Cc1cccs1	-3.5%	12.6%	-2.9%	-0.6%	0.7%	0.708µM*	?	?	i
CSc1ccc(Cl)c(C(=O)OCC(=O)Nc2ccccc2OC(F)F)c1	-3.1%	-5.9%	2.7%	0.4%	-1.9%	-11.3%	-2.3	-5.4%	i
CC(C)(C)OC(=O)CNC(=O)c1[nH]cnc1C(=O)N[C@@H](Cc1ccccc1)C(=O)OC(C)(C)C	-10.0%	3.0%	-34.4%	-10.5%	-6.4%	0.0%	0.0	-6.8%	?
COc1ccc(-c2nc(SCC(=O)Nc3ccc4c(c3)OCCO4)c(-c3ccc(C)cc3)[nH]2)cc1OC	·	·	-10.9%	·	-11.0%	-23.1%	·	·	?

Other records follow.
SMILES	HT1080NT lethal	SW480 rereplic	HepG2 tox	MCF10A rerep	KB-3-1 cytotox	ATXN2 expr inh	IL-1B inflam inh	HT1080 IDH1KD tx	S2 tox
Cc1ccsc1C(=O)N1CCC(CO)(Cc2ccccc2)CC1	5.5%	-1.7%	-5.7%	9.0%	-4.0%	-7.9%	?	2.4%	i
Cc1ccc(OCCOC(=O)c2c(-c3ccccc3)noc2C)cc1	-28.6%	98.6%	-17.2%	?	-29.3%	-8.1%	2.4	?	i
O=C(NCc1ccccc1)C1c2ccccc2OCC(=O)N1CCc1c[nH]c2ccccc12 (stereo unspecified)	12.7%	·	·	·	8.2%	13.3%	4.3	4.8%	i
O=C(COC(=O)c1ccc(O)cc1O)c1ccc(Cl)cc1	-12.5%	-6.7%	-18.4%	-0.9%	-2.8%	5.9%	2.5	-2.8%	i
O=C(CNS(=O)(=O)c1cccc2nonc12)NCc1ccc(F)cc1	-6.0%	3.7%	-11.4%	-0.9%	-0.4%	-2.8%	-7.9	-4.2%	i
NC(=O)c1nsc(C(=O)N(c2ccc(Cl)cc2)C(C(=O)NCC2CCCO2)c2cccs2)c1N (stereo unspecified)	24.4%	?	-14.2%	7.9%	4.4%	5.4%[11.3 µM]	-82.9*	4.1%	?
CN(C)S(=O)(=O)c1ccc(C(=O)N2CCN(S(=O)(=O)c3ccc4c(c3)OCCO4)CC2)cc1	1.2%	-6.2%	2.2%	-6.4%	5.4%	-9.1%	-9.5	4.5%	i
COc1ccc(CCNC(=O)C(C)Sc2ccc(C)cc2)cc1OC (stereo unspecified)	-2.8%	-0.9%	23.4%	?	4.0%	-1.7%	-8.7	0.2%	i
Cc1cc(C)cc(N(CC(=O)NCc2ccco2)C(=O)CCC(=O)Nc2nccs2)c1	-4.0%	0.6%	-10.0%	-12.3%	?	?	0.0	-8.8%	i
COc1ccc(C(=O)SC2=NCCS2)cc1	7.1%	-1.4%	-28.0%	14.0%	-17.9%	-20.2%	-8.2	-13.2%	i
Cc1oc2ccc(O)c(CN3CCOCC3)c2c1C(=O)c1ccc(Cl)cc1	11.9%	-0.2%	-29.2%	?	-4.2%	-22.4%	-25.8	-16.2%	i
COc1ccc(CCNC(=O)Cc2cccs2)cc1OC	1.7%	-0.6%	-7.2%	-4.9%	15.2%	-8.6%	16.2	12.4%	i
Cc1cc(Br)ccc1NC(=O)CN(C)C(=O)c1ccc(-n2cncn2)c([N+](=O)[O-])c1	2.4%	-4.7%	-8.7%	7.3%	5.7%	-11.1%	?	-6.2%	i
O=C(CCCn1c(=S)[nH]c2cc3c(cc2c1=O)OCO3)N1CCN(c2ccccc2F)CC1	7.3%	?	-28.9%	21.9%	-17.3%	2.3%	8.7	0.0%	i
O=C(COC(=O)c1cnccn1)Nc1ccccc1-c1ccccc1	-1.3%	-0.4%	10.4%	-3.6%	3.2%	-20.9%	1.6	-5.2%	i
CCc1ccc(NC(=O)c2noc(C(C)C)c2[N+](=O)[O-])cc1	-5.9%	169.3%	-4.5%	?	9.0%	17.2%	-29.2	-0.8%	i
COc1cc2[nH]c(=S)nc(NCCc3ccc(S(N)(=O)=O)cc3)c2cc1OC	29.0%	-6.1%	-0.2%	-0.7%	5.2%	1.2%[11.3 µM]	23.8	3.4%	i
